Plk1 PBD FP – Plk1 polo box domain binding inhibitors, primary screen, biochemical, fluorescence polarization | Plk1 PBD phosphopeptide binding | inhibition, %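 (tested at about 20 µM)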 | 97,000 tested, 0.13% active | AID 693, 2007; in the data active means inhibition above about 34%, passing the limit was not always enough
FAK inh – FAK kinase inhibitors, primary screen, biochemical; inhibition, %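 (tested at 7 µM)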; biochemical FAK kinase activity assay; 97,000 tested, 0.84% active; Focal adhesion kinase 1 (Homo sapiens), Q05397; in the data active means inhibition above about 19%;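 further: 0% = DMSO and 100% = reference compound high control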
EphB4 antag – EphB4-ephrin-B2 interaction antagonists, primary screen, biochemical, TNYL-RAW peptide probe, fluorescence polarization; EphB4 LBD / TNYL-RAW-Alexa532 peptide; inhibition, % at 7 µM; Ephrin type-B receptor 4 (Homo sapiens), P54760; AID 720, 2007; 97,000 tested, 0.15% active;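 active means inhibition above the screen-wide mean inhibition plus 3 SD, cut at about 15% in these data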;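 further: 0% = DMSO wells and 100% = excess unlabeled TNYL-RAW peptide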
PTPN22 act – LYP phosphatase activators, primary screen, biochemical, DiFMUP fluorescence, 2 µM | Tyrosine-protein phosphatase non-receptor type 22 (Homo sapiens), Q9Y2R2 | activation, % at 2 µM | 96,000 tested, 0.11% active | recombinant LYP; 0 = plate median, 100 = signal doubled;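 active means activation at 2 µM above a set limit, the mean plus 5 SD, cut at about 37% in these data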
LYP inh 2 – PTPN22 phosphatase inhibitors, primary screen, biochemical, DiFMUP fluorescence, 2 µM; Tyrosine-protein phosphatase non-receptor type 22 (Homo sapiens), Q9Y2R2; recombinant LYP catalytic domain; inhibition, % at 2 µM; 96,000 tested, 0.21% active; AID 640, 2007;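 active means inhibition at 2 µM at or above a set limit, the screen mean plus 3 SD, cut at about 24% in these data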;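 further: 0% = DMSO with enzyme and 100% = enzyme fully blocked by orthovanadate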
F-actin modifier – modifiers of F-actin cytoskeleton organization, primary screen, imaging, HUVEC, phalloidin staining, high-content imaging; HUVEC TNFa F-actin phalloidin imaging; inhibition, % at 2 µM; 91,000 tested, 0.18% active; AID 836, 2007;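 active means inhibition above the batch mean plus 3 SD and confirmed as a hit by visual image inspection, cut at about 30% in these data, passing the limit was not always enough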; further: strong numbers were not always called active
Pyk2 oligo antag – antagonists of Pyk2 self-association, primary screen, Q293 cells, FERM NanoBiT luminescence, HTS | stronger effect = lower value | Protein-tyrosine kinase 2-beta (Homo sapiens), Q14289 | 99,000 tested, 0.83% active | z-score (the deposit names both 25 µM and 10 µM);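 active means Z-score of -3 or lower, scaled per plate to the spread of control and sample wells; inactive means z-score above -3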;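 further: negative z-score means lost luminescence so less FERM oligomerization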
PLK1 inh – human PLK1 kinase inhibitors, primary screen, biochemical, TR-FRET; 97,000 tested, 0.53% active; recombinant PLK1 kinase, TR-FRET peptide phosphorylation; Serine/threonine-protein kinase PLK1 (Homo sapiens), P53350; inhibition, % at 10 µM;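 active means inhibition of 50% or more in the single-concentration screen; inactive means inhibition below 50%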;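 further: 0% = DMSO max control and 100% = H-89 dihydrochloride min control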
HIV Rev-RRE inh – HIV-1 Rev-RRE binding inhibitors, primary screen, biochemical, FRET, protein-RNA interaction; P05866; Rev peptide-RRE RNA binding; inhibition, % at 8 µM; 97,000 tested, 0.79% active; AID 704, 2007;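 active means inhibition above the screen-wide mean plus 3 SD, cut at about 35% in these data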;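 further: 0% = median DMSO wells and 100% = median Neomycin B control wells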
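Test system – labelled RRE RNA duplex and labelled Rev peptide · Signal – fluorescein-to-Cy5 FRET, 480 nm excitation · Evaluation – % inhibition of FRET ratio versus controls · Benchmarks – DMSO low control, neomycin B high control · Incubation – 5 min RNA-compound premix plus 15 min binding step, 25 °C · Medium – HEPES pH 7.5 salt buffer with EDTA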
* hit, by the source's call; . = not tested or not shown. Compounds as they come; any-hit rate near 3.5%.

The opening two entries (preview)
SMILES	Plk1 PBD FP	FAK inh	EphB4 antag	PTPN22 act	LYP inh 2	F-actin modifier	Pyk2 oligo antag	PLK1 inh	HIV Rev-RRE inh
CCOC(=O)CSc1nnc(CNC(=O)c2cccs2)n1-c1cc(OC)ccc1OC	-11	-2	-2	9	-12	-9	2.1	-15	2
O=C(CSc1ccc(Cl)cc1)N1CCN(c2ccc(Cl)cc2[N+](=O)[O-])CC1	11	6	-4	-3	5	23	-0.23	-11	11

Main list, from the start:
SMILES	Plk1 PBD FP	FAK inh	EphB4 antag	PTPN22 act	LYP inh 2	F-actin modifier	Pyk2 oligo antag	PLK1 inh	HIV Rev-RRE inh
CCOC(=O)CSc1nnc(CNC(=O)c2cccs2)n1-c1cc(OC)ccc1OC	-11	-2	-2	9	-12	-9	2.1	-15	2
O=C(CSc1ccc(Cl)cc1)N1CCN(c2ccc(Cl)cc2[N+](=O)[O-])CC1	11	6	-4	-3	5	23	-0.23	-11	11
COc1cccc(NS(=O)(=O)c2ccc(NC(C)=O)cc2)c1	-23	2	1	2	-6	8	-0.39	-14	-5
O=C(Nc1nc2c(s1)CCc1ccccc1-2)c1cccs1	12	1	0	-2	-2	3	-1.9	-14	9
Cc1nn(Cc2ccc([N+](=O)[O-])cc2)c(=O)n1-c1cccc(F)c1	-3	-5	0	14	-11	-4	0.54	-6	-5
Cc1cc(=O)n2[nH]c(N3C(=O)CCC3=O)nc2n1	5	0	-2	12	-15	27	1.5	-9	4
COCCNC(=O)C(=O)NCCN1CCOCC1	-7	-3	2	-4	5	-7	-0.09	-11	7
COc1ccc(CCn2c(N)cc(=O)[nH]c2=S)cc1OC	40	-11	4	-5	7	18	-0.33	-2	6
COc1cccc(OC)c1-c1nnc(-c2cn(C)c3ccccc23)o1	-3	-1	-2	-8	8	38	-0.35	-16	-2
CC1=C(C(=O)Nc2ccccc2)C(c2ccc(O)cc2)N2C(=O)CSC2=N1 (stereo not given)	2	-2	8	7	-5	-4	-0.95	-9	11
Cc1cc(=O)n2c(C)n[nH]c2n1	-3	-1	-1	5	-7	20	-0.45	-1	5
COc1cc(C(C(=O)NC(C)(C)C)N(Cc2ccc3c(c2)OCO3)C(=O)c2cnccn2)cc(OC)c1OC (stereo not given)	10	0	-2	-2	1	12	0.27	-6	-2
O=C(CN1/C(=C(/O)c2ccccc2)C(=O)c2ccccc2S1(=O)=O)c1ccccc1	2	-1	-3	9	-7	-36	-1.4	-11	0
COC(=O)Nc1ccc(S(=O)(=O)n2cnc3ccccc32)cc1	27	1	4	4	-4	2	1	4	7
COC(=O)c1ccc(COC(=O)c2ccccn2)cc1	1	7	-3	0	4	-10	0.7	-8	5

Overlap with the part before: five compounds, then new ones.
SMILES	Plk1 PBD FP	FAK inh	EphB4 antag	PTPN22 act	LYP inh 2	F-actin modifier	Pyk2 oligo antag	PLK1 inh	HIV Rev-RRE inh
Cc1cc(=O)n2c(C)n[nH]c2n1	-3	-1	-1	5	-7	20	-0.45	-1	5
COc1cc(C(C(=O)NC(C)(C)C)N(Cc2ccc3c(c2)OCO3)C(=O)c2cnccn2)cc(OC)c1OC (stereo not given)	10	0	-2	-2	1	12	0.27	-6	-2
O=C(CN1/C(=C(/O)c2ccccc2)C(=O)c2ccccc2S1(=O)=O)c1ccccc1	2	-1	-3	9	-7	-36	-1.4	-11	0
COC(=O)Nc1ccc(S(=O)(=O)n2cnc3ccccc32)cc1	27	1	4	4	-4	2	1	4	7
COC(=O)c1ccc(COC(=O)c2ccccn2)cc1	1	7	-3	0	4	-10	0.7	-8	5
O=C(COc1ncnc2ccccc12)c1ccc2c(c1)OCCO2	-12	0	-5	0	0	-1	0.31	-18	3
CCN(CC)CCn1c(=S)[nH]c2ccc(Cl)cc2c1=O	-13	-5	2	6	-9	-7	1.2	1	0
FC(F)(F)c1nnc2ccc(N3CCCC3)nn12	13	0	-3	-9	9	5	2.4	-10	8
CCCc1n[nH]c2c1/C(=N/O)CC(c1ccccc1)C2 (stereo not given)	-16	3	-3	-7	4	16	-1.3	-10	2
Cc1cc(C)n(C(=O)c2ccncc2)n1	-9	-3	1	-2	1	6	.	1	3
O=C(Cn1nc(-c2ccccc2)ccc1=O)NCCN1CCN(Cc2ccccc2)CC1	-18	-1	-8	3	1	-20	-0.05	0	2
COc1ccccc1NC(=O)Cn1ncc2c1-c1ccccc1OC2	7	-6	-10	4	-4	-9	.	11	-1
O=c1c2ccccc2nc(SCc2nnc(-c3ccccc3)o2)n1-c1ccc(F)cc1F	1	6	3	-2	2	15	-2.4	-8	10
Cc1sc(NC(=O)CSc2ncn(-c3ccccc3)n2)nc1-c1ccccc1	-14	2	5	-5	6	-17	-2.1	-7	3
CCNc1nc(Oc2ccc(C(=O)OCC)cc2)nc(SC)n1	4	-2	3	5	-7	-23	-0.44	-8	10
CCc1cc(C(=O)NNC(=S)NC(C)c2ccccc2)cs1 (stereo not given)	-20	1	6	12	-17	8	1.8	-10	-1
Cc1cccc(-c2nc(C#N)c(NC3CCCCC3)o2)c1	-10	-2	-4	-3	3	-56	-0.81	0	12
O=C(/C=C/c1cc([N+](=O)[O-])ccc1OC(F)F)NCc1ccc(F)cc1	10	1	4	1	-2	-2	-1.1	-7	2
CN1CCN(C(=O)C2(NC(=O)Nc3ccccc3Cl)CCCCC2)CC1	6	-1	-3	6	-6	7	0.33	-7	1

Molecules shown so far that contain a Cl atom:
SMILES	Plk1 PBD FP	FAK inh	EphB4 antag	PTPN22 act	LYP inh 2	F-actin modifier	Pyk2 oligo antag	PLK1 inh	HIV Rev-RRE inh
O=C(CSc1ccc(Cl)cc1)N1CCN(c2ccc(Cl)cc2[N+](=O)[O-])CC1	11	6	-4	-3	5	23	-0.23	-11	11
CCN(CC)CCn1c(=S)[nH]c2ccc(Cl)cc2c1=O	-13	-5	2	6	-9	-7	1.2	1	0
CN1CCN(C(=O)C2(NC(=O)Nc3ccccc3Cl)CCCCC2)CC1	6	-1	-3	6	-6	7	0.33	-7	1

Bioassay records (PubChem BioAssay)
